UTI89 phage lysis: protection from phage-mediated lysis, alamar blue read-out – E. coli UTI89, K1F phage, bacterial capsule biogenesis inhibitors (AID 488966); E. coli UTI89 K1F phage lysis, alamar blue, 2 h; higher % means a stronger effect; inhibition, % at 100 µM, or IC50 in µM where a hit was titrated; hit rate 0.02% among 340,000;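 active = phage lysis inhibition, versus mean bacterial control, above a set limit; inconclusive = no clear call, values can overlap the other calls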;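 also: capsule biogenesis inhibitors block K1F phage lysis so surviving cells raise fluorescence; higher fluorescence means more inhibition of phage lysis; actives were called in the ten point dose series up to 300 µM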
Myeloid diff MLP: compounds promoting myeloid differentiation | hit rate 1% among 360,000 | ER-HoxA9 myeloid progenitors, lysozyme-GFP differentiation, flow cytometry | AID 624256 | calls only at 10 µM;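 active = normalized GFP-positive differentiation at or above the plate's own cutoff, the solvent-only control mean plus 3 SD; inconclusive = no clear call, values can overlap the other calls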;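 also: cells exposed to compound for four days before flow analysis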
Myeloid diff MLP GFP+ MAC1+ %: recorded beside Myeloid diff MLP, whose call it bears; GFP+ MAC1+ double positive, %; measured here: differentiation confirmed by MAC1 staining
Numbers without * were called inactive; i = inactive; ? = inconclusive; . = not tested or not shown; + = active, no number; & = joins results of further samples; [ ] = another dose, or the depositor's remark.

Value order – UTI89 phage lysis, Myeloid diff MLP, Myeloid diff MLP GFP+ MAC1+ %
CN(CCOc1ccccc1)C(=O)c1cc([N+](=O)[O-])ccc1N1CCOCC1
    1.0%[50 µM], i, 0.7
NC(=NCc1ccccc1)C(N=Nc1ccccc1)C(=O)NCc1ccccc1 (stereo unspecified)
    12%, i, 0.8
C[C@H](CO)N1C[C@H](C)[C@@H](CN(C)C(=O)Nc2ccc3c(c2)OCO3)Oc2c(NS(=O)(=O)c3ccccc3)cccc2C1=O
    -3.2%, i, 1.0
CC1CCN(c2ccc3c(c2)S(=O)(=O)c2cccc(C(=O)NC[C@@H]4CCCO4)c2C3=O)CC1
    1.4%, i, 0.1
CCCCN(C(=O)c1cc(S(=O)(=O)N2CCCCCC2)ccc1OC)c1ccccc1
    -0.1%[50 µM], i, 0.9
O=C(NNC(=O)c1ccccc1F)c1ccc(S(=O)(=O)N2CCCC2)cc1
    3.7%, i, 2.0
O=C(CCC(=O)c1cccs1)Nc1nc2ccccc2s1
    0.3%, i, 0.1
COc1ccc([C@@H]2[C@@H]3C(=O)N(C(C)(C)C)C(=O)[C@@H]3[C@]3(Cc4ccccc4)C(=O)N(c4ccc(C)cc4)C(=O)N23)cc1
    -0.5%, i, 1.6
CN(C)S(=O)(=O)c1cccc(NC(=O)CCNC(=O)Nc2ccccc2)c1
    0.0%[50 µM], i, 0.6
COC(=O)[C@H](CCSC)NC(=O)Cn1cc(C)c(=O)[nH]c1=O
    -0.3%, i, 2.2
Cc1ccc2nc(SCC(=O)N3CCCC3)nc(=O)n2c1
    0.7%[50 µM], i, 1.3
O=C(CSc1n[nH]c(-c2ccco2)n1)Nc1ccccc1
    1.5%[50 µM], i, 0.8
COC(=O)[C@@]12CCCCN1[C@H](c1ccc(-c3cccc(Cl)c3)cc1)[C@H]1C(=O)N(C)C(=O)[C@H]12
    0.1%, i, 0.3
C#CCOCCOCCOCCNc1nc(N2CCN(C(=O)Cn3cc(CC(C)O)nn3)CC2)nc(N2CCN(C(=O)[C@H](CCCCN)n3cc(CC(C)O)nn3)CC2)n1 (stereo partly specified)
    4.3%, i, 1.2
O=C(COc1ccccc1F)OCC(=O)N1CCc2ccccc21
    0.0%[50 µM], i, 1.5

(more compounds)
Value order – UTI89 phage lysis, Myeloid diff MLP, Myeloid diff MLP GFP+ MAC1+ %
COc1cc(OC)c(C=CC(=O)c2ccccc2O)c(OC)c1
    2.3%, i, 1.0
CN(C)C(=O)c1cc(C(=O)c2ccc(F)cc2Cl)c[nH]1
    0.1%, i, 0.8
O=C(COC(=O)c1cc(Cl)nc(Cl)c1)NCc1ccc2c(c1)OCO2
    0.6%[50 µM], i, 0.9
Cc1ccccc1-c1nnn(CC(=O)N2CCN(C(=O)c3ccco3)CC2)n1
    0.6%[50 µM], i, 0.9
CSc1ccccc1C(=O)NCCS(=O)(=O)N1CCN(c2ccc(F)cc2)CC1
    -0.5%[50 µM], i, 0.1
C1=C(c2cc3ccccc3cn2)CCCC1
    -1.2%, i, 1.1
Cc1ccc(S(=O)(=O)N2[C@@H](c3ccc(Br)cc3)C(C(=O)O)=CC[C@H]2c2ccc(Cl)cc2)cc1
    -0.2%, i, 0.4
CCN(CC(=O)Nc1ccc(OC)cc1)C(=O)Cc1ccsc1
    0.5%[50 µM], i, 0.2
O=C(NNC(=O)C12CC3CC(CC(C3)C1)C2)c1csc(N2CCOCC2)n1
    0.9%[50 µM], i, 1.2
Cc1cc(C)c(S(=O)(=O)N2CCN(C(=O)c3cc(=O)[nH]c4ccccc34)CC2)c(C)c1
    1.6%[50 µM], i, 1.0
O=C(CC(c1ccccc1)c1cc(Cl)ccc1O)NCCCN1CCOCC1 (stereo unspecified)
    -0.1%, i, 0.5
COc1ccc(N2CCN(S(=O)(=O)CCNC(=O)/C=C/c3ccccc3)CC2)cc1
    1.9%[50 µM], i, 0.8
CC1(C)C(=O)Nc2ccccc2N1C(=O)COC(=O)CSc1ccc(Cl)cc1
    -0.6%[50 µM], i, 1.7
Cc1ccc2c(CC(=O)NCC(=O)Nc3c(C)cccc3C)coc2c1
    0.9%[50 µM], i, 1.3
CCOC(=O)C1=C(C)Nc2ccccc2N=C1NC(=O)C1CCN(C(=O)c2ccccc2C)CC1
    -3.1%, i, 2.3

Next part.
Value order – UTI89 phage lysis, Myeloid diff MLP, Myeloid diff MLP GFP+ MAC1+ %
C[C@]12CCC3c4ccc(O)cc4CCC3C1CC/C2=N\N (stereo partly specified)
    -0.4%, i, 0.4
COc1ccccc1NC(=O)/C(N=Nc1ccc(C)c(S(=O)(=O)Nc2ccccc2Cl)c1)=C(\C)O
    1.1%, i, 0.4
O=C(CCS(=O)(=O)c1ccccc1)NNC(=O)COc1ccc(F)cc1
    1.0%[50 µM], i, 1.1
COc1ccc(CCn2c(C)cc(C(=O)CN3C(=O)C(=O)N(C4CCCC4)C3=O)c2C)cc1OC
    -0.1%[50 µM], i, 0.4
CN(C(=O)c1cccc(NC(=O)Cc2cccc(NC(=O)C3CCCN(C(=O)C4CCC4)C3)c2)c1)C1CC1 (stereo unspecified)
    -0.1%, i, 1.0
Cc1noc(C)c1C(=O)OCC(=O)NC1CCCCC1C (stereo unspecified)
    0.1%[50 µM], i, 1.9
COc1ccc(/C=C/c2cc(O)cc(OC3OC(CO)C(O)C(O)C3O)c2)cc1 (stereo unspecified)
    1.6%, i, 0.7
CCOc1ncccc1C(=O)OCCCC(=O)c1ccc(Br)cc1
    0.6%[50 µM], i, 0.7
CC[C@H]1C/C=C\Cc2ccccc2[C@H](C(=O)C[C@@H](O)CC(C)=O)OC1=O
    0.3%, i, 0.7
C=CCn1c(SCCN)nnc1-c1cccc(S(=O)(=O)N2CCOCC2)c1
    0.2%[50 µM], i, 0.3
COc1ccc(C(=O)Cc2ccccc2C(=O)O)cc1
    0.8%, i, 1.5
COc1ccc(C(=O)NCCc2c[nH]c3ccccc23)cc1OC
    -1.2%, i, 1.0
C/C(=N\NC(=O)CN1CCCCC1)c1cccc([N+](=O)[O-])c1
    -0.2%, i, 0.9
COc1ccccc1N1CC(C(=O)Nc2cc(C(F)(F)F)ccc2N2CCCC2)CC1=O (stereo unspecified)
    0.4%[50 µM], i, 0.6
O=[N+]([O-])c1ccc(-c2cccnc2)cc1
    -0.6%, i, 1.2

Following part
Value order – UTI89 phage lysis, Myeloid diff MLP, Myeloid diff MLP GFP+ MAC1+ %
CC1CCCCC1NC(=O)NC(=O)COC(=O)c1cncc(Br)c1 (stereo unspecified)
    0.4%[50 µM], i, 0.9
CN(C)C(CNC(=O)c1ccc(NS(=O)(=O)c2ccc(F)c(F)c2)cc1)c1ccccc1 (stereo unspecified)
    0.7%[50 µM], i, 0.5
CC(Oc1ccccc1)C(=O)Nc1ccc(F)c(S(=O)(=O)N2CCOCC2)c1 (stereo unspecified)
    1.3%[50 µM], i, 0.6
Cc1cc(C)n2nc(SCC(=O)Nc3ccc(F)c(F)c3F)nc2n1
    0.8%[50 µM], i, 0.3
O=C(NCCC(=O)N1CCN(C(=O)c2ccco2)CC1)c1ccccc1Cl
    1.8%, i, 0.3
CCN(CC(=O)Nc1ccc(NC(C)=O)cc1)C(=O)c1ccccc1SCc1c(C)noc1C
    0.2%[50 µM], i, 0.6
O=C(Cn1ccc(NC(=O)OCc2ccccc2)nc1=O)NCc1ccc2c(c1)OCO2
    -0.4%, i, 0.5
COc1ccc(NC(=O)CN(C)C(=O)CN2C(=O)NC3(CCCCC3)C2=O)cc1
    1.4%[50 µM], i, 1.0
Cc1ccc(C(=O)OCC(=O)N2C(C)CCCC2C)cc1S(=O)(=O)N1CCCCC1 (stereo unspecified)
    0.4%[50 µM], i, 0.8
CCOc1ccccc1-n1nnnc1SCC(=O)N1CCCC1=O
    0.4%[50 µM], i, 1.1
Cc1ccc(S(=O)(=O)N2CCN(C(=O)c3ccc(COc4ccccc4)o3)CC2)cc1
    0.8%[50 µM], i, 0.8
c1ccc2nc(N3CCCC3)c(N3CCCCC3)nc2c1
    -0.4%, i, 1.1
Fc1cccc(Cl)c1CNCCCSc1ncccn1
    0.2%, i, 0.5
COc1ccc(NC(=O)CCN=C2NS(=O)(=O)c3ccccc32)cc1S(=O)(=O)N(C)C
    0.9%[50 µM], i, 0.7
COc1cccc(CNc2ncc(C(=O)Nc3cc(OC)c(OC)c(OC)c3)c(C)n2)c1
    0.1%, ?, .

(further entries)
mol	UTI89 phage lysis	Myeloid diff MLP	Myeloid diff MLP GFP+ MAC1+ %
O=C(COC(=O)Cn1[nH]c(=O)c2ccccc2c1=O)NNC(=O)c1ccc(Br)cc1	0.6%[50 µM]	i	1.3
Cc1cc(C)cc(NC(=O)COc2coc(CN3CCc4ccccc4C3)cc2=O)c1	1.8%[50 µM]	i	0.4
CN(C(=O)c1cccc(NC(=O)Cc2ccc(NC(=O)C3CCCN(C(=O)C4CCCC4)C3)cc2)c1)C1CCCC1 (stereo unspecified)	0.2%	i	0.5
NC(=N\N=Cc1ccco1)/C(N)=N/N=Cc1ccco1	-3.2%	i	0.6
Cc1ccc(S(=O)(=O)N2CCOCC2)cc1-c1n[nH]c(=S)n1-c1ccccc1	1.0%[50 µM]	i	0.5
N#Cc1ccccc1S(=O)(=O)N1CCNS(=O)(=O)c2ccccc21	0.2%	i	1.0
CCOC(=O)c1c(NC(=O)COC(=O)c2ccc(O)cc2)sc(C(=O)NC)c1C	0.3%	i	0.4
CC(=O)Nc1ccc(NC(=O)c2ccc(OCc3c(C)noc3C)cc2)cc1	12%	i	0.0
CC(C)(C)OC(=O)N[C@H](C(=O)OC(C)(C)C)c1ccc2ccccc2c1	2.6%	+	4.5*
CC1CN(CC(=O)Nc2nc(-c3ccc(Cl)cc3)cs2)CC(C)O1 (stereo unspecified)	0.5%	+	18*
O=C(c1ccc(OCC2CCCO2)cc1)N1CCN(S(=O)(=O)c2cccc(F)c2)CC1 (stereo unspecified)	0.8%[50 µM]	i	0.1
O=C(COC(=O)c1ccccc1C(=O)OCC(=O)NCCc1c[nH]c2ccccc12)NCCc1c[nH]c2ccccc12	0.4%	i	1.9
COc1ccccc1CN1[C@@H](CC(=O)O)c2cc(F)ccc2S1(=O)=O	0.6%	i	2.2
Cc1ccc(N2C(=O)Nc3ccccc3C2(O)C(=O)NCCCOC(C)C)cc1C (stereo unspecified)	0.1%	i	0.7
O=C(CNc1ccc(Cl)c(C(F)(F)F)c1)N1CCN(S(=O)(=O)c2ccccc2)CC1	0.3%[50 µM]	?	.

Next part.
mol	UTI89 phage lysis	Myeloid diff MLP	Myeloid diff MLP GFP+ MAC1+ %
CC(=O)Nc1ccc(NC(=O)C(C)OC(=O)C23CC4CC(CC(Cl)(C4)C2)C3)cc1 (stereo unspecified)	0.1%	i	0.9
COc1cc(C(=O)NCc2ccccc2Cl)ccc1OCC(=O)N1CCOCC1	1.1%[50 µM]	i	1.2
CCc1noc(C)c1C(=O)N(C)CC(=O)Nc1ccc(Cl)c(Cl)c1	0.5%[50 µM]	i	0.6
CC(=O)Nc1ccc(SCC(=O)NCC2(N3CCCCC3)CCCCC2)cc1	-3.2%	i	1.3
COc1ccc(C(=O)Oc2ccc(Br)cc2C(=S)N2CCOCC2)cc1	-1.9%	?	.
CCCCNc1c(-c2ccc(-c3cccc(Cl)c3)cc2)nc2ccccn12	3.6%	i	0.3&3.0
CCOc1ccc(OCCC(=O)N(CC)CC(=O)Nc2c(F)cccc2F)cc1	1.4%[50 µM]	i	0.7
O=[N+]([O-])c1ccc(CS(=O)(=O)N2CCN(c3ccccc3)CC2)cc1	-0.4%	i	0.5
Cc1c(C2(O)CCCCC2)[nH]c2ncccc12	-0.1%	i	1.9
CC(=O)C[C@H]1c2cc(C(F)(F)F)ccc2S(=O)(=O)N1Cc1ccccc1	0.0%	i	1.2
Cc1ccc(OCCNC(=O)CNC(=O)c2ccc(C)c(C)c2)cc1	0.6%[50 µM]	i	0.6
CCC(C)[C@H](NS(=O)(=O)c1ccc(C)cc1)C(=O)N1CCC(C(=O)N2CCC(C(=O)OC)CC2)CC1 (stereo partly specified)	4.1%	i	1.9
CC(C)NC(=O)N(C)C[C@@H]1Oc2ccc(NC(=O)Nc3ccc(C(F)(F)F)cc3)cc2CC(=O)N([C@H](C)CO)C[C@@H]1C	2.3%	i	5.3
CCOc1ccc(NS(=O)(=O)c2ccc3c(c2)n(C)c(=O)n3C)cc1	0.0%	i	0.7
O=C(Cc1ccc(S(=O)(=O)N2CCOCC2)s1)N(Cc1ccccc1)c1ccccc1	0.7%[50 µM]	i	0.4
COc1ccc(Cl)cc1NC(=O)COC(=O)CCNS(=O)(=O)c1cccs1	1.1%[50 µM]	i	0.5
Cc1ccccc1C(=O)NCCCn1ccnc1	0.1%	i	0.8

Random excerpt: 5 compounds from above, in no set order.
mol	UTI89 phage lysis	Myeloid diff MLP	Myeloid diff MLP GFP+ MAC1+ %
COc1ccc(C(=O)Oc2ccc(Br)cc2C(=S)N2CCOCC2)cc1	-1.9%	?	.
CCc1noc(C)c1C(=O)N(C)CC(=O)Nc1ccc(Cl)c(Cl)c1	0.5%[50 µM]	i	0.6
Cc1ccc(OCCNC(=O)CNC(=O)c2ccc(C)c(C)c2)cc1	0.6%[50 µM]	i	0.6
Cc1ccccc1C(=O)NCCCn1ccnc1	0.1%	i	0.8
CCC(C)[C@H](NS(=O)(=O)c1ccc(C)cc1)C(=O)N1CCC(C(=O)N2CCC(C(=O)OC)CC2)CC1 (stereo partly specified)	4.1%	i	1.9

Assay outcomes deposited in PubChem by several laboratories.

This is a subset (hit frequency here may not be typical).
